# Bioassay records (PubChem)
# PGC1a acetyl inh: lowers PGC1a acetylation signal in U2OS cells; AlphaScreen anti-acetyl-lysine; with virally co-expressed GCN5 acetyltransferase; inhibition, % at 15.6 µM; hit rate 0.17% among 350,000;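 active = every replicate shows inhibition of at least 40%; inconclusive = mean inhibition at least 40% but some replicate below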;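 note: 0% = neutral control wells and 100% = positive control wells; some results beyond the cut were filed as inactive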
# miR122 inh: miR-122 inhibition in Huh7 cells. Huh7 miR-122 Renilla luciferase sensor, 48 h; neutral wells = 0, positive control = 100. hit rate 0.3% among 340,000. AID 602342. activation (reporter increase), % at 12.5 µM;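 active = mean replicate activation score at least 90 and every replicate individually at or above 90; inconclusive = only one of the two criteria met; inactive = neither criterion met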;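 note: higher luciferase means less miR-122 activity so hits act as miR-122 inhibitors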
# E-selectin induc: E-selectin induction on HUVECs; HUVEC E-selectin immunofluorescence imaging; normalized: neutral wells 0, TNF-alpha wells 100; hit rate 0.37% among 260,000; P16581; AID 686992; activation, % at 7.58 µM;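 active = mean E-selectin-positive cell signal at least 10% of the positive control, reached in at least 60% of replicates, without over 20% cell loss; inconclusive = no rule given, readout overlaps actives, possibly toxicity-flagged; inactive = the rest, including those meeting only one limit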;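 note: in these data hits start at about 27%; measured in HUVEC primary endothelial cells; signal is the percent of cells scored E-selectin positive by PE staining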
# Target sequence (P16581 whole entry, looked up): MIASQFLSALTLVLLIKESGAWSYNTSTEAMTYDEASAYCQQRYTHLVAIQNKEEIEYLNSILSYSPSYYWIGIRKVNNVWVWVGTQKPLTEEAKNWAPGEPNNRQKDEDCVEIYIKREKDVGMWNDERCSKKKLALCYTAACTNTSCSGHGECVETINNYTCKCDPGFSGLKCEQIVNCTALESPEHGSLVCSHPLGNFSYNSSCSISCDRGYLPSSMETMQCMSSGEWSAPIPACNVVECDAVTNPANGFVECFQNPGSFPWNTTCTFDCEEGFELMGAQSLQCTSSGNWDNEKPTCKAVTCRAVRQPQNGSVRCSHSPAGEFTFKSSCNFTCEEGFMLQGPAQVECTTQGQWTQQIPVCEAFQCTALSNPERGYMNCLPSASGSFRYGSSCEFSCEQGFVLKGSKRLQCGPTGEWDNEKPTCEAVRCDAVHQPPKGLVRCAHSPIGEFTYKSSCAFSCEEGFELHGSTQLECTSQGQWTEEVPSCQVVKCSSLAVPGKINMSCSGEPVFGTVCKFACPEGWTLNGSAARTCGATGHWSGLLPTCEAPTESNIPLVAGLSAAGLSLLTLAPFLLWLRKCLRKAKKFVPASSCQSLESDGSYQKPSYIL
#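 Test system: HUVEC | Signal: Immunofluorescence imaging | Read-out: Percent E-selectin-positive cells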
# * = called active by the depositor; ? = inconclusive; [ ] = remark or other dose. These rows are one share of the data (hit frequency here may not be typical).
SMILES,PGC1a acetyl inh,miR122 inh,E-selectin induc
C[C@H](CO)N1C[C@H](C)[C@H](CN(C)S(=O)(=O)c2cccs2)Oc2ccc(NS(=O)(=O)c3cccs3)cc2C1=O,-11,3[16.7 µM],0.0
CC(C)C#Cc1ccc2c(c1)O[C@@H](CN(C)C(=O)C1CCCCC1)[C@H](C)CN([C@@H](C)CO)S2(=O)=O,1,19[16.7 µM],1.2
C[C@@H]1CN([C@@H](C)CO)C(=O)c2cccc(NS(C)(=O)=O)c2O[C@@H]1CN(C)S(=O)(=O)c1ccc(F)cc1,2,-1[16.7 µM],-2.4
Cc1noc(C)c1NC(=O)Nc1ccc2c(c1)C(=O)N([C@@H](C)CO)C[C@@H](C)[C@H](CN(C)S(=O)(=O)c1ccccc1)O2,-7,-2[16.7 µM],0.3
O=C(C[C@@H]1C=C[C@@H](NC(=O)Nc2ccc(C(F)(F)F)cc2)[C@@H](CO)O1)NCc1cccc(F)c1,0,-6[16.7 µM],1.8
C[C@@H]1CN([C@@H](C)CO)S(=O)(=O)c2ccc(-c3ccc(C(=O)N(C)C)cc3)cc2O[C@H]1CN(C)C(=O)C1CC1,-25,6[16.7 µM],0.1
C[C@@H]1CN([C@@H](C)CO)C(=O)c2cc(C#Cc3cccc(F)c3)cnc2O[C@@H]1CN(C)C(=O)C1CCOCC1,3,-11[16.7 µM],0.0
CCC(=O)Nc1ccc2c(c1)C(=O)N(C)C[C@H](OC)[C@H](C)CN(C(=O)CN1CCOCC1)[C@H](C)CO2,14,-5[16.7 µM],-0.3
C[C@H](CO)N1C[C@H](C)[C@H](CN(C)Cc2ccncc2)OCc2cn(nn2)CCCC1=O,?,4[16.7 µM],0.0
C[C@H](CO)N1C[C@H](C)[C@@H](CN(C)C(=O)Nc2ccc(C(F)(F)F)cc2)Oc2ccc(NC(=O)Nc3ccc(F)cc3)cc2C1=O,0,-1[16.7 µM],-0.3
C[C@H](CO)N1C[C@H](C)[C@H](CN(C)Cc2cccc(F)c2)Oc2ncc(C#CC(C)(C)O)cc2C1=O,6,-3[16.7 µM],-0.2
C[C@@H]1CN([C@@H](C)CO)S(=O)(=O)c2ccc(C#CCN(C)C)cc2O[C@@H]1CN(C)C(=O)C1CC1,-1,1[16.7 µM],-0.7
C[C@H]1CN([C@@H](C)CO)C(=O)c2cc(NC(=O)C3CCCCC3)ccc2O[C@H]1CN(C)Cc1ccc(Oc2ccccc2)cc1,-8,-4[16.7 µM],-0.4
CO[C@H]1CN(C)C(=O)c2ccc(NC(=O)c3ccc(F)cc3)cc2OC[C@@H](C)N(C(=O)CN(C)C)C[C@H]1C,-10,8[16.7 µM],0.1
COc1cccc(CN(C)C[C@@H]2OCc3cn(nn3)CCCC(=O)N([C@@H](C)CO)C[C@H]2C)c1,8,-4[16.7 µM],0.0
C[C@@H]1CCCCO[C@H](CN(C)C(=O)Nc2ccc(F)cc2)[C@@H](C)CN([C@@H](C)CO)C(=O)c2cc(N(C)C)ccc2O1,8,-1[16.7 µM],-0.1
CCC(=O)Nc1ccc2c(c1)C(=O)N(C)C[C@H](OC)[C@@H](C)CN(Cc1nccs1)[C@H](C)CO2,12,-16[16.7 µM],0.1
CCCC#Cc1ccc2c(c1)O[C@@H](CN(C)C(=O)C1CCCCC1)[C@H](C)CN([C@H](C)CO)S2(=O)=O,3,19[16.7 µM],1.0
CC(C)CC#Cc1cnc2c(c1)C(=O)N([C@H](C)CO)C[C@H](C)[C@H](CN(C)C(=O)CC1CC1)O2,11,22[16.7 µM],-0.1
Cc1ccc(S(=O)(=O)Nc2ccc3c(c2)CC(=O)N([C@H](C)CO)C[C@@H](C)[C@@H](CN(C)Cc2ccc(C(F)(F)F)cc2)O3)cc1,-1,0[16.7 µM],0.9
CC(C)CC#Cc1ccc2c(c1)O[C@@H](CN(C)S(=O)(=O)c1ccc(F)cc1)[C@@H](C)CN([C@@H](C)CO)S2(=O)=O,-13,17[16.7 µM],-2.2
COc1ccc(S(=O)(=O)Nc2ccc3c(c2)C(=O)N([C@@H](C)CO)C[C@H](C)[C@H](CN(C)C(=O)Nc2ccc4c(c2)OCO4)O3)cc1,-9,3[16.7 µM],0.0
C[C@@H]1CN([C@@H](C)CO)C(=O)c2cccc(NC(=O)c3cnccn3)c2O[C@@H]1CN(C)S(=O)(=O)c1ccccc1,-6,4[16.7 µM],1.2
C[C@@H]1CN([C@@H](C)CO)S(=O)(=O)c2ccc(C3=CCCCC3)cc2O[C@@H]1CN(C)C,-12,0[16.7 µM],-0.4
C[C@@H]1CN([C@@H](C)CO)S(=O)(=O)c2ccc(-c3ccccc3)cc2O[C@H]1CN(C)C(=O)c1ccccc1F,25,12[16.7 µM],-0.1
CCC(=O)Nc1ccc2c(c1)C(=O)N(C)C[C@@H](OC)[C@@H](C)CN(Cc1nccs1)[C@@H](C)CO2,19,0[16.7 µM],-0.1
COc1ccccc1CN1[C@@H]2c3cccc(=O)n3C[C@H]1[C@H](CO)[C@H]2C(=O)N1CCc2ccccc2C1,-2,6[16.7 µM],-0.2
COc1ccccc1NC(=O)N(C)C[C@@H]1Oc2ncc(C#CC(C)C)cc2C(=O)N([C@H](C)CO)C[C@H]1C,-3,-6[16.7 µM],-0.1
CCOCCCn1c(SCC(=O)Nc2ccc(C(N)=O)cc2)nc2ccccc2c1=O,-8,-5,-0.3
C[C@@H]1CN([C@H](C)CO)C(=O)Cc2cc(NC(=O)Nc3ccc(C(F)(F)F)cc3)ccc2O[C@H]1CN(C)S(=O)(=O)c1ccc(F)cc1,-6,7[16.7 µM],1.7
CO[C@@H]1CN(C)C(=O)c2ccc(NC(C)=O)cc2OC[C@@H](C)N(C(=O)c2cnccn2)C[C@@H]1C,7,13[16.7 µM],0.0
CCCN(C)C[C@H]1Oc2cc(C3=CCCCC3)ccc2S(=O)(=O)N([C@@H](C)CO)C[C@H]1C,-7,15[16.7 µM],-0.2
CNC[C@H]1OCCCC[C@@H](C)Oc2ccc(NS(C)(=O)=O)cc2C(=O)N([C@H](C)CO)C[C@@H]1C,-1,-3[16.7 µM],-0.5
CCC(=O)N1C[C@H](C)[C@H](OC)CN(C)C(=O)c2cc(NC(=O)c3cc(C)on3)ccc2OC[C@H]1C,6,-16[16.7 µM],0.7
C/C=C/c1cnc2c(c1)C(=O)N([C@H](C)CO)C[C@@H](C)[C@@H](CN(C)C(=O)C1CCOCC1)O2,5,-4[16.7 µM],0.1
CC(C)NC(=O)N(C)C[C@@H]1OCCCC[C@@H](C)Oc2ccc(NC(=O)NC3CCCCC3)cc2C(=O)N([C@H](C)CO)C[C@@H]1C,2,1[16.7 µM],0.0
C[C@H]1CN([C@@H](C)CO)C(=O)CCCn2cc(nn2)CO[C@H]1CN(C)C(=O)c1ccc2ccn(C)c2c1,-5,-3[16.7 µM],0.6
COc1ccc(CN(Cc2cc3cccc(C)c3[nH]c2=O)C(=O)N(C)C)cc1,-7,1,0.8
COCC(=O)N1C[C@H](C)[C@H](OC)CN(C)C(=O)c2ccc(NC(=O)Nc3cccc(F)c3)cc2OC[C@@H]1C,2,-18[16.7 µM],0.4
C[C@H](CO)N1C[C@H](C)[C@@H](CN(C)C(=O)c2cccc(F)c2)Oc2cc(C#CC3CCCC3)ccc2S1(=O)=O,1,14[16.7 µM],5.6
C[C@@H]1CN([C@@H](C)CO)C(=O)Cc2cc(NC(=O)Cc3cn(C)c4ccccc34)ccc2O[C@H]1CN(C)S(=O)(=O)c1ccc(Cl)cc1,-16,-7[16.7 µM],12
CCN(CC)CCCNC(=O)Cn1ncn2cccc2c1=O,-5,0,0.8
CC(C)NC(=O)N(C)C[C@H]1OCc2cn(nn2)CCCC(=O)N([C@@H](C)CO)C[C@H]1C,-1,-5[16.7 µM],0.0
C[C@H](CO)N1C[C@H](C)[C@@H](CN(C)C(=O)c2ccccc2)OCCCC[C@H](C)Oc2ccc(NC(=O)CCCN(C)C)cc2C1=O,6,8[16.7 µM],-0.1
CNC[C@H]1Oc2ccc(NC(=O)Nc3c(C)noc3C)cc2C(=O)N([C@@H](C)CO)C[C@@H]1C,12,-3[16.7 µM],0.3
CN1C(=O)c2cc(NC(=O)c3cccs3)ccc2OC[C@@H]2O[C@@H](CC(=O)O)CC[C@@H]21,6,-32[16.7 µM],0.0
CC(C)NC(=O)Nc1ccc2c(c1)C(=O)N([C@H](C)CO)C[C@@H](C)[C@H](CN(C)Cc1ccncc1)OCCCC[C@H](C)O2,-2,0[16.7 µM],0.3
COc1ccc(S(=O)(=O)Nc2cccc3c2O[C@@H](CN(C)CC2CCCCC2)[C@H](C)CN([C@H](C)CO)C3=O)cc1,-2,59[16.7 µM],-0.1
C[C@@H]1CN([C@@H](C)CO)C(=O)Cc2cc(NS(=O)(=O)c3ccc(F)cc3)ccc2O[C@H]1CN(C)Cc1ccc(-c2ccccc2)cc1,2,-2[16.7 µM],-0.2
COc1ccccc1C(=O)Nc1ccc2c(c1)OC[C@@H](C)N(CC1CC1)C[C@@H](C)[C@H](OC)CN(C)C2=O,-7,5[16.7 µM],0.7
# Next part.
SMILES,PGC1a acetyl inh,miR122 inh,E-selectin induc
CCCNC(=O)N[C@@H]1CC[C@@H](CC(=O)NC2CCC2)O[C@H]1CO,-4,-7[16.7 µM],-0.2
CC(C)NC(=O)N(C)C[C@@H]1Oc2c(NS(=O)(=O)c3cccs3)cccc2C(=O)N([C@H](C)CO)C[C@H]1C,5,-6[16.7 µM],-0.2
C[C@H]1CN([C@@H](C)CO)C(=O)c2cc(NC(=O)Cc3ccccc3)ccc2O[C@@H]1CN(C)Cc1ccc(-c2ccccc2)cc1,-6,-2[16.7 µM],1.1
COc1cccc(NC(=O)N(C)C[C@@H]2OCc3cn(nn3)CCCC(=O)N([C@H](C)CO)C[C@@H]2C)c1,-3,-3[16.7 µM],0.4
C[C@H]1CN([C@@H](C)CO)C(=O)c2cc(NS(=O)(=O)c3cn(C)cn3)ccc2O[C@H]1CN(C)C(=O)Nc1ccc(F)cc1,5,-2[16.7 µM],14
COc1ccccc1-c1cnc2c(c1)C(=O)N([C@H](C)CO)C[C@@H](C)[C@H](CN(C)C(=O)c1cccnc1)O2,-11,0[16.7 µM],0.0
C[C@H]1CN([C@@H](C)CO)S(=O)(=O)c2ccc(-c3ccccc3)cc2O[C@@H]1CN(C)C(=O)C1CCC1,5,18[16.7 µM],0.4
C[C@H](CO)N1C[C@H](C)[C@H](CN(C)C(=O)CN2CCOCC2)Oc2ncc(-c3cncnc3)cc2C1=O,10,-7[16.7 µM],0.5
C[C@@H]1CN([C@@H](C)CO)S(=O)(=O)c2ccc(C#CC(C)(C)O)cc2O[C@H]1CN(C)C(=O)C1CC1,0,-4[16.7 µM],1.1
COc1ccc(-c2ccc3c(c2)O[C@H](CN(C)CC2CC2)[C@H](C)CN([C@@H](C)CO)S3(=O)=O)cc1,12,11[16.7 µM],0.1
CCCNC(=O)N1C[C@H](C)[C@H](OC)CN(C)C(=O)c2ccc(NC(C)=O)cc2OC[C@H]1C,-4,-1[16.7 µM],-0.2
C[C@H](CO)N1C[C@H](C)[C@@H](CN(C)Cc2ccncc2)Oc2ncc(C#Cc3ccncc3)cc2C1=O,-22,2[16.7 µM],-0.2
CC(=O)N(C)C[C@@H]1Oc2cc(C3=CCCCC3)ccc2S(=O)(=O)N([C@H](C)CO)C[C@H]1C,-4,-1[16.7 µM],-0.5
Cc1ccc(S(=O)(=O)Nc2ccc3c(c2)CC(=O)N([C@H](C)CO)C[C@H](C)[C@H](CN(C)Cc2ccc(C(F)(F)F)cc2)O3)cc1,7,2[16.7 µM],0.3
